TDP1 block = blocks human tyrosyl-DNA phosphodiesterase 1. recombinant TDP1, AlphaScreen DNA substrate cleavage. 350,000 tested, 0.28% active. Potency, µM (top dose mostly 130 µM), without a hit: at the top dose activity change, negative = inhibition, actives largely listed as inhibitors. AID 485290. Q9NUW8; note: nearly all actives have a fitted effect of over 40% in size
Target sequence (Q9NUW8 whole entry, looked up): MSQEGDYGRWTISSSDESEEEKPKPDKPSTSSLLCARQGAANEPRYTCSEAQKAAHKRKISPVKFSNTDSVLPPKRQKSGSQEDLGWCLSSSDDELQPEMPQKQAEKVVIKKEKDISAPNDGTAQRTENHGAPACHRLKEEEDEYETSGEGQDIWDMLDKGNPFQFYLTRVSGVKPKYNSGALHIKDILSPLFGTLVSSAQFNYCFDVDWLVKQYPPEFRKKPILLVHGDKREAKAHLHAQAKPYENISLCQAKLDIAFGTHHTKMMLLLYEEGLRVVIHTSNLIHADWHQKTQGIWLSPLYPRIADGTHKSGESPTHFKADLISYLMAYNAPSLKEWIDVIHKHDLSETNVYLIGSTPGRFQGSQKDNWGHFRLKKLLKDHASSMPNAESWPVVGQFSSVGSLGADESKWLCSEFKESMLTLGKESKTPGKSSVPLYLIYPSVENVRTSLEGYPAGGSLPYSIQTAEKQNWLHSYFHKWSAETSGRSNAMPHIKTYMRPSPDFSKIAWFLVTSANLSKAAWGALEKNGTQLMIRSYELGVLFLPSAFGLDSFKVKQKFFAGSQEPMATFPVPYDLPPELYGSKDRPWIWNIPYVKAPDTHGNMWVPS
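Recombinant E. coli-expressed Tdp1 (1 nM) preincubated with compound 15 min at RT, then 5'-biotin/3'-phosphotyrosine-FITC DNA substrate (15 nM) added for 5 min. AlphaScreen beads (10 ug/ml) added, 10 min RT; tyrosine-FITC cleavage read as signal loss.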
N370S GC mod = inhibitors or activators of N370S glucocerebrosidase for Gaucher disease; AID 2101; P04062; Potency, µM (highest dose often 59.4 µM), for the others: at the top dose activity change, negative = inhibition, hits mostly inhibitors; N370S GC spleen homogenate, 4MU-glucoside fluorescence; 330,000 tested, 0.092% active;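 note: 0% = full enzyme activity and -100% = no enzyme basal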
FEN1 inh = blocks human flap endonuclease 1. P39748. Recombinant FEN1 flap cleavage, fluorescence, 15 min. Potency, µM (series often up to 114 µM), for the others: at the highest dose activity change, negative = inhibition, usual class: inhibitors. 390,000 tested, 0.35% active. AID 588795; note: nearly all actives have a fitted effect of over 65% in size
Target sequence (P39748 whole entry, looked up): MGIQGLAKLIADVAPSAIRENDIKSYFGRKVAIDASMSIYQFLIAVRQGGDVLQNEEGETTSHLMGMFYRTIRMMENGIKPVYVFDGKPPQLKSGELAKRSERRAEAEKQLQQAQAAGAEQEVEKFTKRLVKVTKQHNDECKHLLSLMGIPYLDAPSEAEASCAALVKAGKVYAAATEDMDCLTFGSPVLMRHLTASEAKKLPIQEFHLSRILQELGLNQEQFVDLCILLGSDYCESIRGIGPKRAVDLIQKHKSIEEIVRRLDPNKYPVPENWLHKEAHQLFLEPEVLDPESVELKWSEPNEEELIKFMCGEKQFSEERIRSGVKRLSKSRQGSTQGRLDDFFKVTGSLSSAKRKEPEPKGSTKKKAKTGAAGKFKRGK
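Nuclease activity of 10 nM FEN1 was measured after 15 min of room-temperature exposure to titrated compounds, by adding 50 nM flap substrate and reading plates at 0 and 15 min.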
* marks the source's active call; other numbers are inactive results; ? = inconclusive; nt = not tested or not shown; [ ] = another dose, or the depositor's remark. Calls come from the whole dose curve; as a rule, active = well fitted curve in the direction sought with a large enough effect; inconclusive = small, poorly fitted or top-dose-only effect, or another doubt; inactive = no such curve, though single readings can be large; an effect the other way counts as inactive or inconclusive. Unless noted, % is set by controls: 0 for no effect and ±100 for the full control effect; potency is the fitted concentration of half-maximal effect.

Start of the data: the first 4 compounds, ahead of the listing:
Structure,N370S GC mod,FEN1 inh,TDP1 block
CC1(C)NC(=O)N(CCCCOc2ccc(Cl)cc2)C1=O,nt,26%,-6%
CCn1ccc(C(=O)Nc2sc3c(c2C(=O)OC)CCC3)n1,?,3%,-2%
COC(=O)c1ccc(CNC(=O)[C@@H]2CCCN2S(=O)(=O)c2ccccc2F)cc1,nt,18%,-1%
CCc1nn(CC(=O)NCCc2ccc(OC)cc2OC)c(=O)c2cc3c(OC)cccc3n12,nt,11%,-1%

The whole of this part, repeating the preview:
Structure,N370S GC mod,FEN1 inh,TDP1 block
CC1(C)NC(=O)N(CCCCOc2ccc(Cl)cc2)C1=O,nt,26%,-6%
CCn1ccc(C(=O)Nc2sc3c(c2C(=O)OC)CCC3)n1,?,3%,-2%
COC(=O)c1ccc(CNC(=O)[C@@H]2CCCN2S(=O)(=O)c2ccccc2F)cc1,nt,18%,-1%
CCc1nn(CC(=O)NCCc2ccc(OC)cc2OC)c(=O)c2cc3c(OC)cccc3n12,nt,11%,-1%
COc1ccc(Cl)cc1NC(=O)CSc1cn(CC(=O)N2CCCCCC2)c2ccccc12,nt,-31%,5%
COc1ccccc1NC(=S)NC(=O)/C=C/c1ccco1,-5%,-7%,0%
CCOC(=O)CNC(=O)O[C@@H]1C(=O)c2cc(OC)ccc2O[C@H]1c1ccc(OC)c(Br)c1,5%,nt,8%
O=C1/C(=C/c2ccccn2)SC(=S)N1Cc1ccccc1,3%,5%,0%
O=C(CCN1C(=O)C2(OCCO2)c2ccccc21)c1ccccc1,2%,-1%,3%
CCOCCCNC(=O)C(c1ccc(OC)cc1)N(Cc1cccs1)C(=O)c1ccccn1 (configuration not stated),-9%,-9%,-3%

Three of the compounds above, with two lines to a compound:
Results follow in this order: N370S GC mod	FEN1 inh	TDP1 block
COc1ccc(Cl)cc1NC(=O)CSc1cn(CC(=O)N2CCCCCC2)c2ccccc12
  nt	-31%	5%
COc1ccccc1NC(=S)NC(=O)/C=C/c1ccco1
  -5%	-7%	0%
CCOC(=O)CNC(=O)O[C@@H]1C(=O)c2cc(OC)ccc2O[C@H]1c1ccc(OC)c(Br)c1
  5%	nt	8%

Next part
Structure,N370S GC mod,FEN1 inh,TDP1 block
CCOC(=O)c1ccc(NC(=O)CN2C(=O)C(C)(C)c3ccccc32)cc1,nt,-1%,-3%
CCCCNC(=O)Nc1nnc(-c2ccc(OCC)cc2)o1,-2%,-5%,5%
Cn1c(N)c(C(=O)c2ccc(Cl)c(S(=O)(=O)N3CCCCCC3)c2)c(=O)n(C)c1=O,nt,-13%,2%
C=CCn1c(SCC(=O)NC(=O)c2cccc([N+](=O)[O-])c2)nnc1-c1ccccc1,0%,5%,4%
CCc1ccc(NC(=O)CC2C(=O)N(c3cccc(C)c3)C(=O)N2Cc2ccco2)cc1 (configuration not stated),nt,9%,6%
CCc1cc2c3c(c(=O)oc2cc1O)CCCC3,?,-2%,7%
Cc1ccc(OCC(=O)Nc2ccc3c(c2)sc(=O)n3C)cc1,nt,9%,2%
COc1ccc(NC(=O)C(=O)NCCc2sc(-c3ccc(Cl)cc3)nc2C)cc1,nt,18%,-2%
O=C(CSc1nnc(NC2CCCCC2)s1)Nc1ccc2c(c1)C(=O)c1ccccc1C2=O,4%,0%,7%
COc1ccc(C(=O)OCC(=O)c2ccc3c(c2)NC(=O)CO3)cc1OC,nt,21%,-1%
CCN(CC)S(=O)(=O)c1cccc(C(=O)NCC(c2ccccc2)N(C)C)c1 (configuration not stated),-8%,-1%,3%
O=C(CCN1C(=O)C2C3CC(C(Br)C3Br)C2C1=O)OCC(=O)c1ccccc1 (configuration not stated),8%,-6%,0%
CCC(C)C(NC(=O)OC(C)(C)C)C(=O)NC1COC2CC(n3cc(C)c(=O)[nH]c3=O)OC12 (configuration not stated),-2%,16%,6%
COc1ccc(NC(=O)NNS(=O)(=O)c2cc(C)ccc2C)cc1OC,-6%,-8%,3%[56.1 µM]
CC(OC(=O)C1CC(=O)N(Cc2ccco2)C1)C(=O)Nc1cccc(C#N)c1 (configuration not stated),-1%,15%,0%
Cc1ccccc1-n1ccnc1SCC(=O)NC1CCCC1,1%,0%,2%
COc1ccc(CCNC(=O)CCS(=O)(=O)c2ccc3c(c2)CCN3C(C)=O)cc1OC,17%,0%,5%
CC1(C)CC(=O)C=C(Nc2ccc(Br)cn2)C1,0%,11%,5%
CN(C)S(=O)(=O)c1ccc(NC(=O)N2CCOCC2)cc1,-2%,-3%,-8%
COc1ccc2nc(SCc3ccccc3C)nc(C)c2c1,13%,-21%,2%
CC(=O)N1CCc2cc(CNS(=O)(=O)c3cccs3)ccc21,nt,-8%,5%
COc1cc2c(cc1OC)C(c1ccccc1)N(C(=O)C(C)(C)C)CC2 (configuration not stated),5%,2%,nt
CCN(CCCNC(=O)CCCn1c(=O)[nH]c2ccccc2c1=O)c1cccc(C)c1,-9%,-1%,4%
CC(=O)Nc1cccc(-c2nc(-c3ccccc3)no2)c1,nt,5%,2%
Cc1[nH]c2ccccc2c1/C=N/Nc1nc(N2CCCCC2)nc(N2CCCCC2)n1,-10%,-4%,7%
CCN(CC)CCCNC(=S)N1CCN(c2nc(-c3ccc(F)cc3)cs2)CC1,-13%,8%,nt
C#CCN1C(=O)C(O)(c2c(C)[nH]c3ccccc23)c2ccccc21 (configuration not stated),-9%,-5%,1%
CNC(=S)N(CCc1c(C)[nH]c2ccc(C)cc12)Cc1cccnc1,-13%,-3%,nt
CCOC(=O)C1=C(CS(=O)(=O)c2cccc(C(F)(F)F)c2)NC(=O)NC1c1cccc(OC)c1 (configuration not stated),nt,-4%,0%
Cc1ccc(-c2cn3cccc(C)c3n2)cc1NS(=O)(=O)c1ccccc1,nt,-8%,-2%
O=C(CN1CCN(S(=O)(=O)c2ccc(Cl)s2)CC1)N1CCOCC1,-2%,0%,4%
CC(C)[C@@H](OCc1ccccc1)[C@H](C)/C=N\OC[C@@H](C)[C@H](OCc1ccccc1)C(C)C,-6%[12.8 µM],nt,-1%[21 µM]
CCOC(=O)N1CCN(C(=O)COC(=O)CSc2ccc([N+](=O)[O-])cc2)CC1,-6%,7%,-2%
CCOC(=O)c1c(NC(=O)Cc2ccccc2)sc2c1CCN(CC)C2,-18%,-8%,nt
Nn1c(SCC(=O)Nc2ccc3c(c2)OCCO3)nncc1=O,-6%,21%,0%
N#Cc1nc(-c2ccc(F)cc2)oc1N1CCC(C(N)=O)CC1,-4%,2%,nt
CC[C@H](C)[C@H](NC(=O)[C@H](CC(C)C)NC(=O)[C@@H](N)CO)C(=O)NCC(=O)N[C@@H](CCCN=C(N)N)C(=O)N[C@@H](CC(C)C)C(=O)O,6%,nt,7%
Cc1cc(C)n(-c2ccc([N+](=O)[O-])cc2)n1,-2%,17%,3%
Cc1ccc(S(=O)(=O)Nc2nnc(C3CCCCC3)s2)cc1,4%,0%,0%
COc1cccc(OCCNS(=O)(=O)c2ccccc2[N+](=O)[O-])c1,nt,9%,3%
COc1ccc(CCNC(=O)CS(=O)Cc2nc(-c3ccc(C)cc3)oc2C)c(OC)c1 (configuration not stated),nt,-15%,5%
CC(C)CNS(=O)(=O)c1ccc(CCC(=O)NC2CCCC2)cc1,5%,6%,-6%
CCC(C)(C(=O)NC1CCCC1)N(C(=O)CC1NC(=O)NC1=O)c1c(C)n(C)n(-c2ccccc2)c1=O (configuration not stated),5%,-2%,0%
CN(C)CCC1CCN(c2cc(C#N)c(C#N)cc2[N+](=O)[O-])CC1,-17%,-1%,1%
O=C(NC1CC1)c1cc2cc(Br)ccc2s1,5%,-2%,0%
CC1CCCN(S(=O)(=O)c2ccc3oc(=O)ccc3c2)C1 (configuration not stated),-3%,16%,0%
Cc1cc([N+](=O)[O-])ccc1NC(=O)c1ccco1,6%,3%,-6%
Cc1cc(NC(=O)CCS(=O)(=O)c2cc(Br)cc3c2N(C(=O)C2CC2)CC3)ccc1Br,nt,?,0%
O=C(O)C1CCCN1S(=O)(=O)c1cccs1 (configuration not stated),-1%,nt,-2%
O=C1OCCC1Sc1nnc(-c2ccc(Cl)cc2)n1Cc1ccccc1 (configuration not stated),9%,3%,4%

Following part:
Structure,N370S GC mod,FEN1 inh,TDP1 block
O=C(CSc1c2c(nc3cc(Cl)ccc13)CCCC2)N1CCN(c2ccccc2)CC1,nt,-2%,6%
CC1CCc2c(sc3nnn(Cc4ccccc4)c(=O)c23)C1 (configuration not stated),nt,9%,-5%
O=C(CSc1ccc2c(c1)OCCO2)Nc1cccnc1Cl,7%,-17%,-2%
S=C(NCCc1ccccn1)NC1CC2CCC1C2 (configuration not stated),-11%,1%,nt
C[C@H](CO)N1C[C@H](C)[C@@H](CN(C)C(=O)Nc2ccccc2)Oc2c(cccc2N(C)C)C1=O,nt,10%,-1%
O=C(Cc1c(Sc2ccccc2)c2ccccc2n1Cc1ccccc1)NCCO,-29%,-17%,5%
CC(C)Oc1cccc(C(=O)NC(=S)NCc2cccnc2)c1,-7%,-15%,nt
Cc1cc(C)nc(SCc2nnc(SCC(=O)Nc3ncc(C)s3)n2Cc2ccco2)n1,8%,3%,1%
CCOCCCNC(=O)CN1CCN(Cc2ccccc2C)C1=O,3%,-4%,-1%
CC1CN(C(=O)CCC(=O)NC2CCN(Cc3ccccc3)CC2)c2ccccc2O1 (configuration not stated),-2%,-3%,nt
CCN(CC)c1c([N+](=O)[O-])c(=O)sc2ccccc12,-1%,-5%,-4%
Cc1ccc(NC(=O)COC(=O)Cc2ccsc2)c(C)c1,-2%,-10%,3%
COC(=O)c1ccc(COC(=O)C23CC4CC(CC(O)(C4)C2)C3)o1,-10%,-5%,6%
CC(=O)c1ccc(NC(=O)C(C)OC(=O)C2CCN(c3ccc(C(F)(F)F)cn3)CC2)cc1 (configuration not stated),-3%,-18%,-4%
O=C(Nc1ccccc1C(=O)NCCN1CCOCC1)c1ccc(Cl)cc1Cl,-16%,-5%,0%
CCOC(=O)C1=C(C)NC(C)=C(C(=O)OCC)C1c1ccc(OC)cc1,9%,-9%,0%
COc1ccc(Cn2c(=O)c3oc4ccccc4c3n(Cc3ccc(Cl)cc3)c2=O)cc1,nt,-5%,0%
COc1ccccc1CNCC(=O)Nc1ccc(C#N)cc1,-2%,17%,nt
CN/N=C/c1ccc(C#N)cc1,-11%,-2%,1%
Cc1ccc(NC(=O)CSc2nnc3[nH]c(=O)cc(-c4ccccc4)n23)cc1Cl,nt,-14%,0%
COc1ccc(C2CC(=O)Oc3cc(C)c(Cl)cc32)cc1 (configuration not stated),5%[89.1 µM],-34%,-6%[56.1 µM]
O=C(CSc1nnc2c(n1)[nH]c1ccccc12)NC1CCCCC1,-1%,6%,nt
Cc1ccc(C(=O)N2CC=C(c3ccccc3)CC2)o1,-4%,-2%,nt
CCOc1ccc(OCC)c(NC(=O)CCS(=O)(=O)c2ccc(C)cc2)c1,0%,11%,nt
COc1ccc2[nH]cc(CC(=O)O)c2c1,-4%,-8%,0%
CC(/C=C/C1(O)C(C)CC(O)CC1(C)C)OC1OC(CO)C(O)C(O)C1O (configuration not stated),-5%,?,nt
CC1CCCN(c2cc3c(cc2[N+](=O)[O-])C(=O)N(c2ccccc2)C3=O)C1 (configuration not stated),5%,0%,11%
Cc1ccccc1N(C(=O)c1ccccn1)C(C(=O)NCc1ccccc1)c1cccnc1 (configuration not stated),-10%,2%,2%
Cc1ccc(CCN2C(=O)CCC2(C)C(=O)NC2CCCC2)cc1 (configuration not stated),-12%,14%,0%
CCOC(=O)NC(=O)COC(=O)c1cccc2ccccc12,-3%,-5%,1%
CCOC(=O)c1sc(NC(=O)CSc2nnc(Cc3ccccc3)o2)c(C#N)c1C,-2%,?,2%
CCc1cc(-c2oncc2-c2ccc(OC)cc2)c(O)cc1OC,-12%,nt,8%
COc1ccccc1N1CCN(C(=O)c2cc3c(=O)n4ccccc4nc3s2)CC1,nt,5%,2%

Laid out differently: two of the compounds above.
Each structure is followed by: N370S GC mod, FEN1 inh, TDP1 block
C#CCN1C(=O)C(O)(c2c(C)[nH]c3ccccc23)c2ccccc21 (configuration not stated)
 : -9%, -5%, 1%
Cc1cc(C)n(-c2ccc([N+](=O)[O-])cc2)n1
 : -2%, 17%, 3%

Screens deposited in PubChem by National Center for Advancing Translational Sciences (NCATS).

Rows are unselected; overall some 0.57% were active at least once.
